Compound activity deposited in PubChem BioAssay by NCI.
Growth percent in the NCI-60 one-dose screen (48 h, 10 µM unless noted): 100 = growth as untreated, 0 = no growth, -100 = all killed.
SK-MEL-2: SK-MEL-2 melanoma. 77,000 tested, 4.7% active
UACC-62: UACC-62 melanoma. 81,000 tested, 5.4% active
BT-549: BT-549 breast cancer. 78,000 tested, 4.4% active. AID 1794793
MALME-3M: MALME-3M melanoma; 78,000 tested, 5.8% active; AID 1794766
HS 578T: HS 578T breast cancer | 78,000 tested, 4.1% active
SK-MEL-28: SK-MEL-28 melanoma | 81,000 tested, 4.1% active | AID 1794761
UACC-257: UACC-257 melanoma | 78,000 tested, 4.4% active | AID 1794764
T-47D: T-47D breast cancer. 79,000 tested, 5% active. AID 1794792
* marks the source's active call; other numbers are inactive results. The calls were made as follows: active = growth percent below 10; inactive = the rest. Random draw from the library; 10% or so of the library scored in one or more.

What do the screens show for `N#CC(C#N)=c1[nH]c(=O)/c(=C/c2ccc(Cl)cc2)s1`?
SK-MEL-2: 92.4; UACC-62: 93.4; BT-549: 95.5; MALME-3M: 104.4; HS 578T: 110.5; SK-MEL-28: 105.1; UACC-257: 95.6; T-47D: 105.5

Results for CCN1CCN(Cc2cn(-c3ccc(S(N)(=O)=O)cc3)nn2)CC1 ?
SK-MEL-2: 115.3; UACC-62: 98.1; BT-549: 129.8; MALME-3M: 110.6; HS 578T: 102.2; SK-MEL-28: 115.5; UACC-257: 107.3; T-47D: 105.2

What do the screens show for `CC(=O)c1ccc(Sc2ccccc2)cc1`?
SK-MEL-2: 98.1; UACC-62: 100.4; BT-549: 97.0; MALME-3M: 99.5; HS 578T: 104.5; SK-MEL-28: 110.1; UACC-257: 89.7; T-47D: 92.6

What do the screens show for `O=S(=O)(NC(=S)Nc1ccccc1)c1ccc(NNc2c3ccccc3nc3ccccc23)cc1`?
SK-MEL-2: 82.1; UACC-62: 84.2; BT-549: 92.8; MALME-3M: 95.2; HS 578T: 92.6; SK-MEL-28: 104.4; UACC-257: 106.0; T-47D: 77.6

Results for CCOc1ccc(Br)cc1/C=C1\SC(=S)N(NC(=O)Cc2ccccc2Nc2c(Cl)cccc2Cl)C1=O ?
SK-MEL-2: 104.2; UACC-62: 85.6; BT-549: 83.0; MALME-3M: 107.5; HS 578T: 94.6; SK-MEL-28: 110.9; UACC-257: 82.8; T-47D: 90.1

How did CC(C)NC(=O)OC(C)C do in these assays?
SK-MEL-2: 115.8; UACC-62: 99.3; BT-549: 104.1; MALME-3M: 98.3; HS 578T: 106.9; SK-MEL-28: 91.8; UACC-257: 90.8; T-47D: 103.1

How did O=c1ccccc(-c2ccc(Br)cc2)c1O do in these assays?
SK-MEL-2: 12.0; UACC-62: -49.3*; BT-549: 23.8; MALME-3M: 10.6; HS 578T: 51.8; SK-MEL-28: 23.2; UACC-257: 1.1*; T-47D: 26.7

How did CCOC(=O)c1sc2nc(-c3cc(OC)c(OC)c(OC)c3)nc(N3CCOCC3)c2c1C do in these assays?
SK-MEL-2: 28.1; UACC-62: 15.7; BT-549: 41.2; MALME-3M: 9.8*; SK-MEL-28: 42.2; UACC-257: 51.7; T-47D: -7.0*

How did Cn1cc(-c2csc(-c3cn(CCCN4CCCCC4)c4ccc(Br)cc34)n2)c2cccnc21 do in these assays?
SK-MEL-2: 37.0; BT-549: 70.9; MALME-3M: -25.7*; HS 578T: 60.8; SK-MEL-28: -86.6*; UACC-257: 68.1; T-47D: 21.8

What do the screens show for `C/C(=N\O)c1ccc(NC(=O)CSc2nnc(-c3ccc(Cl)cc3)o2)cc1`?
SK-MEL-2: 115.3; BT-549: 98.2; MALME-3M: 102.9; HS 578T: 97.0; SK-MEL-28: 106.1; T-47D: 87.4

Results for NC(N)=NCCC[C@@H](NC(=O)[C@@H](Cc1ccccc1)NC(=O)Cc1ccc(Cl)cc1)C(=O)NCC(=O)NCc1cn(CCNC(=O)CCC(F)(F)C(F)(F)C(F)(F)C(F)(F)C(F)(F)C(F)(F)C(F)(F)C(F)(F)F)nn1 ?
SK-MEL-2: 109.3; UACC-62: 105.6; BT-549: 120.1; MALME-3M: 104.3; HS 578T: 101.2; SK-MEL-28: 103.5; UACC-257: 96.4; T-47D: 87.3

What do the screens show for `C=CC[C@@H](C[C@@H](C)CC[C@H]1O[C@]1(C)C(O)CC(=C)C(C)C)OC(C)=O` (some centres undefined)?
SK-MEL-2: 107.7; UACC-62: 92.5; BT-549: 98.7; MALME-3M: 86.9; HS 578T: 100.8; SK-MEL-28: 103.9; UACC-257: 107.8; T-47D: 88.9

What do the screens show for `N#Cc1ccccc1-c1ccc(Cn2c(-c3cscn3)nc3cc(Cl)ccc32)cc1`?
SK-MEL-2: 78.9; UACC-62: 69.1; BT-549: 98.4; MALME-3M: 104.5; HS 578T: 98.9; SK-MEL-28: 108.8; UACC-257: 113.9; T-47D: 52.0

What do the screens show for `O=C1C(Cl)=C(Nc2cccc(C(F)(F)F)c2)C(=O)N1c1ccc(Cl)cc1`?
SK-MEL-2: 90.4; UACC-62: 86.4; BT-549: 78.5; MALME-3M: 87.3; HS 578T: 86.9; SK-MEL-28: 93.4; UACC-257: 93.2; T-47D: 63.1

What do the screens show for `CC(=O)C1=CC[C@H]2[C@@H]3CCC4=CC(=O)C[C@]4(C)[C@H]3CC[C@]12C`?
SK-MEL-2: 121.4; UACC-62: 106.8; BT-549: 104.4; MALME-3M: 117.6; HS 578T: 104.4; SK-MEL-28: 119.6; UACC-257: 96.1

Results for CCSCC1CC(O)(c2ccccc2)CC(c2ccc(Cl)cc2)O1 (centres undefined) ?
SK-MEL-2: 96.5; UACC-62: 66.8; BT-549: 80.8; MALME-3M: 77.0; HS 578T: 88.4; SK-MEL-28: 94.7; UACC-257: 99.0; T-47D: 63.0

How did COc1cc(-c2nc3sccn3c2-c2ccnc(S(C)=O)n2)ccc1F (centres undefined) do in these assays?
SK-MEL-2: 101.7; UACC-62: 88.4; BT-549: 106.3; MALME-3M: 93.5; HS 578T: 97.6; SK-MEL-28: 96.2; UACC-257: 93.9; T-47D: 82.3

What do the screens show for `CC(C)=CCc1c(O)c(C(=O)CC(C)COC(=O)/C=C/c2ccccc2)c(O)c2c(-c3ccccc3)cc(=O)oc12` (centres undefined)?
SK-MEL-2: 93.8; UACC-62: 57.8; BT-549: 84.3; MALME-3M: 75.5; HS 578T: 78.2; SK-MEL-28: 41.7; UACC-257: 96.1; T-47D: 90.3

Results for C[n+]1ccc(/C=C/c2ccccc2)cc1 ?
SK-MEL-2: 109.5; UACC-62: 81.6; BT-549: 84.7; MALME-3M: 89.3; HS 578T: 99.2; SK-MEL-28: 110.4; UACC-257: 117.5; T-47D: 92.0

What do the screens show for `COc1ccc(NC(=O)CSc2ccc(-c3ccccc3)nn2)cc1`?
SK-MEL-2: 109.5; UACC-62: 91.4; BT-549: 109.4; MALME-3M: 105.3; HS 578T: 87.7; SK-MEL-28: 106.5; UACC-257: 104.1; T-47D: 87.4

What do the screens show for `C#CCN=C(N/N=C/c1ccc(Cl)cc1)NS(=O)(=O)c1c[nH]ccc1=S`?
SK-MEL-2: 74.9; UACC-62: 113.1; BT-549: 112.6; MALME-3M: 102.4; HS 578T: 95.5; SK-MEL-28: 100.2; UACC-257: 101.1; T-47D: 95.6

What do the screens show for `Cc1ccc(N2CC(c3nc4ccccc4s3)CC2=O)cc1` (centres undefined)?
SK-MEL-2: 111.0; UACC-62: 89.5; MALME-3M: 104.1; HS 578T: 100.3; SK-MEL-28: 105.4; UACC-257: 104.7; T-47D: 84.8

How did O=S(=O)(Nc1ncccn1)c1ccc(NC2Nc3nc4ccccc4nc3S2)cc1 (centres undefined) do in these assays?
SK-MEL-2: 106.2; UACC-62: 93.7; BT-549: 95.9; MALME-3M: 96.1; HS 578T: 95.9; SK-MEL-28: 98.7; UACC-257: 94.0; T-47D: 100.7

Results for COC(=O)/C=C/c1c(C2(C)NC(=O)c3ccccc3N2)c(=O)oc2ccc(Cl)cc12 (centres undefined) ?
SK-MEL-2: 93.7; UACC-62: 75.4; BT-549: 87.4; MALME-3M: 88.3; HS 578T: 90.9; SK-MEL-28: 97.6; UACC-257: 98.0; T-47D: 91.6

Results for COc1cc(/C=C2\CN(C)C(=O)C2=O)ccc1O ?
SK-MEL-2: 104.1; UACC-62: 95.7; BT-549: 109.0; MALME-3M: 108.4; HS 578T: 104.3; SK-MEL-28: 102.3; UACC-257: 99.4; T-47D: 115.8

How did CN(C)c1oc(/C=C/c2c[nH]c(=O)[nH]c2=O)nc1C#N do in these assays?
SK-MEL-2: 102.1; UACC-62: 96.4; BT-549: 118.6; MALME-3M: 105.4; HS 578T: 109.8; SK-MEL-28: 116.1; UACC-257: 96.7; T-47D: 100.3

Results for O=C1C(O)CCN1Cc1ccccc1 (centres undefined) ?
SK-MEL-2: 104.5; UACC-62: 108.8; BT-549: 118.0; MALME-3M: 116.6; SK-MEL-28: 106.1; UACC-257: 108.5; T-47D: 103.6

Results for CSc1nnc(-c2cc3c([nH]c4ccccc43)c(-c3cccc(O)c3)n2)n1-c1ccc(C)cc1 ?
SK-MEL-2: -13.6*; UACC-62: 40.1; BT-549: 34.5; MALME-3M: 42.0; HS 578T: 37.3; SK-MEL-28: 9.4*; UACC-257: 42.5; T-47D: 24.5

What do the screens show for `Cc1ccc2nc(-c3ccc(N4C(=O)/C(=C/c5ccc(N(C)C)cc5)N=C4c4ccccc4)cc3)sc2c1`?
SK-MEL-2: 86.7; UACC-62: 77.7; BT-549: 97.3; MALME-3M: 90.7; HS 578T: 87.5; SK-MEL-28: 109.7; UACC-257: 109.6; T-47D: 50.1

How did C=CCn1c(=N)c(S(=O)(=O)c2ccccc2)cc2c(=O)n3ccccc3nc21 do in these assays?
SK-MEL-2: 111.5; UACC-62: 94.4; BT-549: 99.9; MALME-3M: 121.7; HS 578T: 91.7; SK-MEL-28: 113.0; UACC-257: 108.3; T-47D: 102.1

An excerpt taken from the entries so far:
Results for CCSCC1CC(O)(c2ccccc2)CC(c2ccc(Cl)cc2)O1 (centres undefined) ?
SK-MEL-2: 96.5; UACC-62: 66.8; BT-549: 80.8; MALME-3M: 77.0; HS 578T: 88.4; SK-MEL-28: 94.7; UACC-257: 99.0; T-47D: 63.0

How did COc1cc(-c2nc3sccn3c2-c2ccnc(S(C)=O)n2)ccc1F (centres undefined) do in these assays?
SK-MEL-2: 101.7; UACC-62: 88.4; BT-549: 106.3; MALME-3M: 93.5; HS 578T: 97.6; SK-MEL-28: 96.2; UACC-257: 93.9; T-47D: 82.3

What do the screens show for `CC(C)=CCc1c(O)c(C(=O)CC(C)COC(=O)/C=C/c2ccccc2)c(O)c2c(-c3ccccc3)cc(=O)oc12` (centres undefined)?
SK-MEL-2: 93.8; UACC-62: 57.8; BT-549: 84.3; MALME-3M: 75.5; HS 578T: 78.2; SK-MEL-28: 41.7; UACC-257: 96.1; T-47D: 90.3

Results for C[n+]1ccc(/C=C/c2ccccc2)cc1 ?
SK-MEL-2: 109.5; UACC-62: 81.6; BT-549: 84.7; MALME-3M: 89.3; HS 578T: 99.2; SK-MEL-28: 110.4; UACC-257: 117.5; T-47D: 92.0

What do the screens show for `COc1ccc(NC(=O)CSc2ccc(-c3ccccc3)nn2)cc1`?
SK-MEL-2: 109.5; UACC-62: 91.4; BT-549: 109.4; MALME-3M: 105.3; HS 578T: 87.7; SK-MEL-28: 106.5; UACC-257: 104.1; T-47D: 87.4

What do the screens show for `C#CCN=C(N/N=C/c1ccc(Cl)cc1)NS(=O)(=O)c1c[nH]ccc1=S`?
SK-MEL-2: 74.9; UACC-62: 113.1; BT-549: 112.6; MALME-3M: 102.4; HS 578T: 95.5; SK-MEL-28: 100.2; UACC-257: 101.1; T-47D: 95.6

New compounds follow:
How did OC1(c2ccccc2)CCCC1 do in these assays?
SK-MEL-2: 101.8; UACC-62: 92.8; BT-549: 122.2; MALME-3M: 107.6; HS 578T: 103.2; SK-MEL-28: 117.3; UACC-257: 104.7; T-47D: 101.8

What do the screens show for `CN1CCN(Cc2ccc(NC(=O)c3cncc(C#Cc4cnccc4C#N)c3)cc2C(F)(F)F)CC1`?
SK-MEL-2: 52.0; UACC-62: 41.5; BT-549: 76.5; MALME-3M: 17.2; HS 578T: 24.0; SK-MEL-28: 30.1; UACC-257: 41.1; T-47D: 93.5

How did Cc1cc(C)c(N(C)N=O)c(C)c1N(C)N=O do in these assays?
SK-MEL-2: 75.8; UACC-62: 94.0; BT-549: 87.9; MALME-3M: 101.4; HS 578T: 98.1; SK-MEL-28: 97.0; UACC-257: 102.4; T-47D: 104.4

Results for Cc1ccc2nc3c(n2c1)C(=O)C(=O)c1ccccc1-3 ?
SK-MEL-2: -55.6*; UACC-62: -89.0*; BT-549: -96.4*; MALME-3M: -85.2*; HS 578T: -15.6*; SK-MEL-28: -86.4*; UACC-257: -90.3*; T-47D: -44.1*

Results for COc1cc(CCC[P+](c2ccccc2)(c2ccccc2)c2ccccc2)c(OC)c(OC)c1OC ?
SK-MEL-2: 80.5; UACC-62: 31.1; BT-549: 72.9; MALME-3M: 53.7; HS 578T: 51.8; SK-MEL-28: 74.4; UACC-257: 60.7; T-47D: 63.5

Results for CC[C@H](CC[C@@H](C)[C@H]1CC[C@H]2[C@@H]3CC[C@@H]4/C(=C\c5ccco5)C(=O)/C(=C\c5ccco5)C[C@]4(C)[C@H]3CC[C@]12C)C(C)C ?
SK-MEL-2: 119.2; UACC-62: 92.6; BT-549: 96.5; MALME-3M: 100.5; HS 578T: 107.6; SK-MEL-28: 94.3; UACC-257: 106.4; T-47D: 98.6

Results for COc1cc(/C=N/n2c(COc3ccccc3)nc3ccccc3c2=O)ccc1O ?
SK-MEL-2: 100.2; UACC-62: 93.7; BT-549: 115.3; MALME-3M: 96.1; HS 578T: 103.5; SK-MEL-28: 99.5; UACC-257: 106.9; T-47D: 91.7

What do the screens show for `CC1(C)CC[C@]23CC[C@]4(C)[C@H](CC[C@@H]5[C@@]6(C)C/C(=C/c7ccccc7)C(=O)C(C)(C)[C@@H]6CC[C@]54C)[C@H]2[C@H]1OC3=O`?
SK-MEL-2: 96.7; UACC-62: 75.6; BT-549: 100.7; MALME-3M: 89.9; HS 578T: 98.6; SK-MEL-28: 99.5; UACC-257: 90.4; T-47D: 72.9

Results for O=C(Sc1ccccc1)n1nc(Cl)c2ccc([N+](=O)[O-])cc21 ?
SK-MEL-2: 95.5; UACC-62: 117.1; BT-549: 129.2; MALME-3M: 90.0; HS 578T: 99.4; SK-MEL-28: 114.4; UACC-257: 98.0; T-47D: 88.0

Results for CN1CCN(Cc2ccc(NC(=O)c3cncc(C#Cc4cnc5[nH]ncc5c4)c3)cc2C(F)(F)F)CC1 ?
SK-MEL-2: -49.6*; UACC-62: 1.6*; BT-549: 73.3; MALME-3M: -27.9*; HS 578T: 20.1; SK-MEL-28: 1.4*; UACC-257: 40.5; T-47D: 40.7
